# Compound activity deposited in PubChem BioAssay by National Center for Advancing Translational Sciences (NCATS).
# ALOX12 inh: inhibitors of human 12S-lipoxygenase ALOX12; P18054; purified 12hLO, xylenol orange hydroperoxide absorbance; Potency, µM (series often up to 108 µM), without a hit: top-dose activity change, negative = inhibition, hits mostly inhibitors; actives 1.1% (n = 580,000); active = well fitted inhibition curve with a large enough effect; inconclusive = small, poorly fitted or top-dose-only effect, or another doubt; inactive = no such curve, though single readings can be large or run the other way
# Target sequence (P18054 whole entry, looked up): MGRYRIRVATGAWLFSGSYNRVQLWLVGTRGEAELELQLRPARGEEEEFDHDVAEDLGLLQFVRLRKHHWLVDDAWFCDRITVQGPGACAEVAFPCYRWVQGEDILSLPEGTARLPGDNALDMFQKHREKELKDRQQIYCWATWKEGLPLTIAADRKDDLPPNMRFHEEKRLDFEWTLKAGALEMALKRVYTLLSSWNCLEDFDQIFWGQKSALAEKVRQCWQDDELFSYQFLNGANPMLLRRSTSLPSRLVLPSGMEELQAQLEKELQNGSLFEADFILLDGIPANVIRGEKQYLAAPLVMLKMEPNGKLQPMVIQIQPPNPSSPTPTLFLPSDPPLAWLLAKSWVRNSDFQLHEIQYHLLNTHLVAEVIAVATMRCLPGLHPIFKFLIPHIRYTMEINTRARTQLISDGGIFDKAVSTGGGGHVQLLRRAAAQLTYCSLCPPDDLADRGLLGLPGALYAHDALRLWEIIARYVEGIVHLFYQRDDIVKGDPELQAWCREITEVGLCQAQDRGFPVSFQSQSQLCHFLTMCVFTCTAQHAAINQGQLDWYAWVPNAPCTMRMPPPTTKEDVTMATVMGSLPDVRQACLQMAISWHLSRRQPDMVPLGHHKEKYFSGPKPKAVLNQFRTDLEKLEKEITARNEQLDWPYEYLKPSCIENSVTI
#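 Purified human 12hLO (150 nM final) in 25 mM Hepes, 0.01% Triton X-100, pH 7.0 was preincubated 15 min at room temperature with compound. Then 40 uM arachidonic acid was added, 30 min. Hydroperoxide was read by Fe-XO absorbance ratio 573/405 nm.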
# Starred values were filed as active, the others as inactive; ? = inconclusive; [ ] = another dose, or the depositor's remark. % is scaled to controls: 0 for no effect and ±100 for the full control effect; potency is read from the fitted curve at half-maximal effect.
ALOX12 inh | Molecule
26% | O=C(C1CC1)N1CCC2(CC1)CC(N(Cc1ccc(F)cc1)C1CC1)CCO2 (centres undefined)
-1% | CCOC(=O)C1CCCN(C(=O)c2c(C)oc3c2CN(Cc2ccc(C)cc2)CC3)C1 (centres undefined)
23% | CCCNC(=O)N(C1CCOCC1)C1CCN(C(=O)c2cc(Cl)ccc2OC)CC1
42% | COc1ccc(CN2CCOc3ccc(C(=O)NCc4ccccc4F)cc3C2)cc1OC
10%[176 µM] | COc1ccccc1-c1ccc2ncc(Nc3cc(F)cc(N4CCOCC4)c3)n2n1
7% | COc1cccc([S+](=O)([O-])N2CCC3(CC2)COc2ccccc2NC3=O)c1
-15% | O=c1ccn(C2CC(O)C(COC(c3ccccc3)(c3ccccc3)c3ccccc3)O2)c(=O)[nH]1 (centres undefined)
33%[activator] | Cc1cc(CNC(=O)[C@H]2CNC[C@@H](C(=O)N3CCCC3)C2)n(C)n1
5% | N#Cc1ccc(S(=O)(=O)N2CCCc3nc(-c4ccc(Br)cc4)ccc32)cc1
? | CCN(CC)C(=O)C[C@@H]1c2nc(NC(=O)C3CCC3)sc2C[C@@H]2[C@](C)(CO)[C@H](O)CC[C@]21C
41%[activator] | COc1ccc(CCN(C)C(=O)CC(c2cccc(F)c2)c2cn(C)c3ccccc23)cc1OC (centres undefined)
3%[176 µM] | COc1ccc(S(=O)(=O)N[C@H](C)c2onc(C)c2C(=O)O)cc1
10% | CCN1C(=O)C2CC3(CCN(C(=O)CCc4c(C)nn(C)c4C)CC3)CN2C1=O (centres undefined)
47%[activator] | Cc1cccc(Nc2nc(N)nc(CN3CC[C@@](O)(C4CCC4)[C@H](C)C3)n2)c1
-29%[176 µM] | O=C1c2cc(N3CCOCC3)nc(-c3cccc(O)c3)c2CN1CC(F)(F)F
16% | O=C1NCCCCCN(C(=O)c2ccc3ccccc3n2)[C@H]2CCC[C@@H]12
55%[activator] | Cn1c(CN2CCOCC2)nnc1C1CCCN(CCC(=O)O)C1 (centres undefined)
-19% | COc1ccccc1CN1CCc2nc(C(=O)Nc3cccc(C(F)(F)F)c3)oc2CC1
16% | Cc1ccc(NC(=O)CC2=C3CCCCC3N(C)C2=O)cc1 (centres undefined)
? | O=C(Nc1nnc(Cc2ccccc2)s1)C1CC(=O)N(c2n[nH]c3ccccc23)C1 (centres undefined)
? | CCOC(=O)c1c(-c2ccc([N+](=O)[O-])cc2)[nH]c2ccc(C)cc12
11%[176 µM] | CN1C(=O)[C@@H]2C[C@@H](CN2C2CCCC2)Oc2ccccc21
12% | CC(C)c1ccc(C(=O)N2CC(C(=O)N(C)C)C3(CCOCC3)C2)cc1 (centres undefined)
31% | Cc1ccc(NC(=O)C2(CCO)CCN(c3ncccn3)C2)cc1 (centres undefined)
51%[activator] | CCCNc1ccc2nncn2n1
5%[6.33 µM] | O=C1N(c2ccccc2)c2ccccc2C12CCN(Cc1ccccc1)C2 (centres undefined)
25%[176 µM] | CC1(C(=O)NCc2cccnc2)CCc2cnc(Nc3ccccc3)nc21 (centres undefined)
29% | O=C(c1cccnc1)N1CCC2(CCCN(Cc3cccc(F)c3F)C2=O)C1 (centres undefined)
4% | C=CCNC(=O)C1CC(c2ccccc2F)=NO1 (centres undefined)
? | O=c1n(Cc2ccc3ccccc3n2)nc(C2CCNCC2)n1Cc1ccccc1
37% | O=C(CN1CC2CC(C1)[C@H]1CCCC(=O)N1C2)Nc1ccccc1 (some centres undefined)
54%[activator] | Cc1ccc(-c2cc(O)c3c(c2)CN(C(=O)[C@@H](N)Cc2cnc[nH]2)CCO3)cc1
0% | O=C(c1ccc(-c2ccc(CO)cc2)nc1)N1CCC(Oc2cccnc2)CC1
? | COc1cc(Cl)cn2c(-c3cccc(NC4CNC4)n3)cnc12
9% | Cc1ccc(OCc2nc(C3CCCN3C(=O)c3sc(C)nc3C)no2)cc1 (centres undefined)
11% | COCCNC(=O)C1COC2(CCN(C(=O)c3ccccc3Cl)CC2)N1C(=O)c1cccc(C)c1 (centres undefined)
? | O=C(N[C@H]1CC[C@@]23CCCN2C(=O)CCC[C@H]3[C@H]1Cc1ccccc1)c1cccnc1
4% | Cc1ccc(NC(=O)N2CCCC(Cn3c(C4CC4)nc4cccnc43)C2)cc1 (centres undefined)
15% | COCC(=O)N1CCc2nc(C3CC3)nc(-c3ccc(Cl)cc3)c2C1
-1% | COc1ccc(OC)c(CN2CCC3(CC2)Nc2ccccc2NC3=O)c1
0% | COc1cccc([C@@H]2CN(C(=O)CCCn3cnnn3)C[C@H]2C(=O)O)c1
2% | O=C(c1cccc(Cl)c1)N1C[C@@H](CO)[C@H](c2nc(C3CC3)no2)C1
105%[activator] | O=C(c1ccn(C(F)F)n1)N1CCCC(c2ccccc2)(c2ccccc2)C1
23% | COc1ccc(Cc2nc3nccc(-c4ccccn4)n3n2)cc1
? | C=CCOC(=O)Nc1nc2c(s1)C[C@@H]1[C@](C)(CO)[C@H](O)CC[C@@]1(C)[C@@H]2CC(=O)N(CC)CC
61%[activator] | COc1ccc(C(=O)NC2CCN(c3cc(-c4ccc(F)cc4)[nH]n3)CC2)c(C)c1
-5%[176 µM] | COc1ccc(CN2CCC3(C2)NC(=O)c2ccccc2O3)cc1 (centres undefined)
-1%[176 µM] | COc1ccc(C(=O)N[C@@H]2C=C[C@@H](c3c(C)nn(-c4ccccc4)c3C)C2)cc1
15%[176 µM] | C[S+](=O)([O-])N1CCCN(c2nc3ncccc3o2)CC1
28%[176 µM] | CC(C)c1ccc(C(=O)NC[C@@H]2CC[C@H]3C[C@@H]2C3(C)C)cc1
36%[activator] | COc1ccc(CNC(=O)[C@@H]2CCC[C@@H](NC(=O)c3ccccc3)CN(C)C(=O)C2)cc1
45µM* | CCc1noc(-c2cn(C3CCN(C(=O)c4sccc4C)C3)nn2)n1 (centres undefined)
60%[activator] | O=C(NC1CCCN(c2cc(-c3ccccc3)[nH]n2)C1)c1ccc(Br)o1 (centres undefined)
4% | O=C(Nc1ccc2c(c1)OCCO2)C1CC(=O)N(c2n[nH]c3ccccc23)C1 (centres undefined)
43%[activator] | CC(C)C1CN(Cc2cscn2)CCC(=O)N1Cc1ccc(F)cc1 (centres undefined)
36%[activator] | CC(=O)c1ccc(-c2nc(C3CCOC3)no2)s1 (centres undefined)
20% | COC[C@]1(O)CCN(C(=O)CCc2ccccc2)CC1(C)C
8% | COc1ccc(NC(=O)c2c(C)oc3ccn(Cc4cccc(F)c4)c(=O)c23)c(OC)c1
0% | Cc1ccc(C(=O)N2CCCCCNC(=O)[C@@H]3CCC[C@@H]32)s1
? | C[C@H](NC(=O)[C@@H](O)c1cc(F)cc(F)c1)C(=O)N[C@@H]1C(=O)N(C)c2ccccc2-c2ccccc21

# Next records.
ALOX12 inh | Molecule
-11%[176 µM] | O=C(c1nc(-c2ccccc2)c2ccccn12)N1CCOCC1
35% | COCCN1C(=O)CCC2(CNC(=O)c3ccncc3)CCC=C12 (centres undefined)
27% | O=C1CC(c2noc(-c3ccc(-c4ccccc4)cc3)n2)CN1c1ccc(F)cc1 (centres undefined)
0% | Cc1cccc(OCCc2noc(C3CCCN3C(=O)C3CCCC3)n2)c1 (centres undefined)
-6% | COc1cc(=O)n2c(c1C(=O)NCc1nccs1)CCN(Cc1ccccc1F)CC2
-9% | CCc1ncc(C(=O)NC(c2ccc(C)cc2)c2cccs2)cn1 (centres undefined)
4%[176 µM] | COCCC(=O)N[C@H]1CC[C@]2(C)CC[C@@H]([C@H](C)C(=O)NC(C)(C)C)[C@H](O)[C@H]2[C@@H]1C
4% | Cc1nn(C)c(C)c1CCN(C)C(=O)CCC[C@H]1NC[C@@H]2C[C@H]1CN(Cc1ccccc1)C2
? | Cc1ccccc1NC(=O)C1CC(=O)N(c2n[nH]c3cc(Br)ccc23)C1 (centres undefined)
-15% | COc1ccccc1CN(Cc1ccccc1OC)[C@H]1C[C@@H](Cc2cc(CN3CCOCC3)on2)C1(C)C
14%[12.5 µM] | COc1ccc(OC2CN(Cc3ccnn3C)C2)cc1
37%[activator] | Cc1cc(CN2CCc3n[nH]c(=O)n3CC2)n(C)n1
45µM* | COc1ccc(CNC[C@H]2Cn3c(-c4ccc(Cl)cc4)cnc3CO2)cc1
? | COc1ccc(-c2noc([C@@H]3C[C@@H](O)CN3Cc3ccc(C)cc3)n2)cc1
0% | COc1cc([C@@H]2c3cc4c(cc3[C@H](O)[C@@H](CO)[C@@H]2C(=O)NCC2CC2)OCO4)cc(OC)c1OC
22% | Cc1cc(=O)n(CC(=O)N2CCCC(C)(Cc3ccc4c(c3)OCO4)C2)nc1C (centres undefined)
-11%[22.9 µM] | COC(=O)[C@H]1[C@H]2C[C@@H]3c4[nH]c5cc(OC)ccc5c4CCN3C[C@H]2C[C@@H](OC(=O)/C=C/c2ccc(O)c(OC)c2)[C@@H]1OC
31%[activator] | O=C1Nc2ccccc2CC12CCN(Cc1ccccc1C(F)(F)F)C2 (centres undefined)
34% | CCNC(=O)c1cccnc1OC1CCN(C(=O)c2cccc(Cl)c2)C1 (centres undefined)
9% | O=C(c1cc(F)c(F)c(F)c1)N1CCC2(CCCNC2)C1 (centres undefined)
29% | COCc1ccc2c(c1)c(OC(C)(C)C(=O)NCc1ccncc1)nn2Cc1ccccc1
-11% | CC(C)c1ccc(CNC(=O)CCC2CCN(C(=O)c3ccccc3F)CC2)cc1
3%[6.33 µM] | CC(=O)NCCCC(=O)N1Cc2ccccc2OC2(CCN([S+](C)(=O)[O-])CC2)C1
12% | c1ccc(COC2CCN(c3nccc(-c4cccnc4)n3)CC2)nc1
0% | Cc1cccc(N2CCN(C(=O)C3c4ccccc4CC(=O)N3C)CC2)c1C (centres undefined)
20% | Cc1ccc(C(=O)N2C[C@@H](Oc3cccnc3)C[C@H]2C(N)=O)s1
6% | CCC(C)(C)C(=O)N1CCC(N2C(=O)CCC2C(=O)NCc2ccccc2)CC1 (centres undefined)
12% | COCCn1c(C)cnc1CCNC(=O)c1ccnn1C
10% | CCCn1cnc(NC(=O)NC2CC(C)(C)NC(C)(C)C2)n1
10% | Cc1cc(C(=O)N(Cc2ccncc2)Cc2cccc(OCCc3ccc(F)cc3)c2)n(C)n1
-15% | COc1ccc(C(=O)N2CCC3(CC2)CC(O)CCO3)c(OC)c1 (centres undefined)
0% | NC(=O)N1CCCC(C(=O)NCCS(=O)(=O)c2ccc(F)cc2)C1 (centres undefined)
38% | CC(C)CN1CC(C(=O)NCc2nc(-c3ccccc3)no2)CC1=O (centres undefined)
-15% | COc1ccccc1CN1Cc2ccccc2Oc2ccccc2S1(=O)=O
12% | O=S(=O)(c1ccccc1)N(C1CC1)C1CCN(c2ncncn2)CC1
? | COC(=O)c1ccc(NC(=O)N2CC3CN(C(C)C)CC(C2)O3)cc1
-2% | Nc1[nH]c(C(=O)c2ccc(Br)cc2)c(-c2ccc3c(c2)OCO3)c1C(=O)NCCc1c[nH]c2ccccc12
-3%[176 µM] | COc1cccc(CN2CC[C@H](c3nc4ccccc4[nH]3)C2)c1
56%[activator] | Cc1cc(C)cc(C(=O)NCc2nnc3c(-c4nc(C)no4)cccn23)c1
0%[6.33 µM] | Cc1noc(C)c1C(=O)N1CCN(S(=O)(=O)c2ccc(Cl)nc2)C(=O)C1
39% | CCOc1cccc(-c2nnc(CCC(=O)N3CCC(Cc4ccccc4)CC3)c(=O)[nH]2)c1
-2% | COc1cc(OC)cc(C(=O)N2CCCN(C)c3ccccc32)c1
32% | Cc1cccc(C(=O)N2CCc3c(nc(-c4ccncc4)nc3N(C)C)C2)c1

# 3 of these compounds, set out differently.
SMILES,ALOX12 inh
Cc1noc(C)c1C(=O)N1CCN(S(=O)(=O)c2ccc(Cl)nc2)C(=O)C1,0%[6.33 µM]
COc1cccc(CN2CC[C@H](c3nc4ccccc4[nH]3)C2)c1,-3%[176 µM]
Cc1cccc(C(=O)N2CCc3c(nc(-c4ccncc4)nc3N(C)C)C2)c1,32%

# Structural class: the compounds so far containing an NH in an aromatic ring
ALOX12 inh | Molecule
-15% | O=c1ccn(C2CC(O)C(COC(c3ccccc3)(c3ccccc3)c3ccccc3)O2)c(=O)[nH]1 (centres undefined)
? | O=C(Nc1nnc(Cc2ccccc2)s1)C1CC(=O)N(c2n[nH]c3ccccc23)C1 (centres undefined)
? | CCOC(=O)c1c(-c2ccc([N+](=O)[O-])cc2)[nH]c2ccc(C)cc12
54%[activator] | Cc1ccc(-c2cc(O)c3c(c2)CN(C(=O)[C@@H](N)Cc2cnc[nH]2)CCO3)cc1
61%[activator] | COc1ccc(C(=O)NC2CCN(c3cc(-c4ccc(F)cc4)[nH]n3)CC2)c(C)c1
60%[activator] | O=C(NC1CCCN(c2cc(-c3ccccc3)[nH]n2)C1)c1ccc(Br)o1 (centres undefined)
4% | O=C(Nc1ccc2c(c1)OCCO2)C1CC(=O)N(c2n[nH]c3ccccc23)C1 (centres undefined)
? | Cc1ccccc1NC(=O)C1CC(=O)N(c2n[nH]c3cc(Br)ccc23)C1 (centres undefined)
37%[activator] | Cc1cc(CN2CCc3n[nH]c(=O)n3CC2)n(C)n1
-11%[22.9 µM] | COC(=O)[C@H]1[C@H]2C[C@@H]3c4[nH]c5cc(OC)ccc5c4CCN3C[C@H]2C[C@@H](OC(=O)/C=C/c2ccc(O)c(OC)c2)[C@@H]1OC
-2% | Nc1[nH]c(C(=O)c2ccc(Br)cc2)c(-c2ccc3c(c2)OCO3)c1C(=O)NCCc1c[nH]c2ccccc12
-3%[176 µM] | COc1cccc(CN2CC[C@H](c3nc4ccccc4[nH]3)C2)c1
39% | CCOc1cccc(-c2nnc(CCC(=O)N3CCC(Cc4ccccc4)CC3)c(=O)[nH]2)c1

# This is a subset. The share of hits here may be higher or lower than overall.
